Screens: PubChem BioAssay, several laboratories
Neddylation inh: inhibitors of cullin neddylation, primary screen, biochemical, TR-FRET, uHTS, NAE and Ubc12. calls only at 25 µM. 0.58% of 360,000 active. AID 651699, 2012; in the data active means inhibition above about 36%
Target sequence (P61081 whole entry, looked up): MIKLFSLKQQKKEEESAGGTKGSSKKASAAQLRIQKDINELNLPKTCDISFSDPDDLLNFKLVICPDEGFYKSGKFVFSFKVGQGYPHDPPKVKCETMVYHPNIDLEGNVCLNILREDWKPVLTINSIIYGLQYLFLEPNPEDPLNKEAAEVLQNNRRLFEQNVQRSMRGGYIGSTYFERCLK
Target sequence (Q13564 whole entry, looked up): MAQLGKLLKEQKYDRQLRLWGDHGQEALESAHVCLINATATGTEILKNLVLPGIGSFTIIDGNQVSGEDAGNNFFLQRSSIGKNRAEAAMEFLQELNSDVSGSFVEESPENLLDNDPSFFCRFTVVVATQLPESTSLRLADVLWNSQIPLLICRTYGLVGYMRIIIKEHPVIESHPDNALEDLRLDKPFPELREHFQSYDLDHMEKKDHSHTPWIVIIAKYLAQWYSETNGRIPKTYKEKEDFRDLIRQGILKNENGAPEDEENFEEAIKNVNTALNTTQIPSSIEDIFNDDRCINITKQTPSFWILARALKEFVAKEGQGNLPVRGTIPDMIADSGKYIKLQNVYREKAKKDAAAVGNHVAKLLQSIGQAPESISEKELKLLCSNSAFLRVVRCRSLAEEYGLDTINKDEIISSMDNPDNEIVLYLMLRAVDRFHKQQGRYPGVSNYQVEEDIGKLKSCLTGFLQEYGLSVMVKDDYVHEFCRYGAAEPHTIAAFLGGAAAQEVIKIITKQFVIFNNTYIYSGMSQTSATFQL
MT1-MMP act inh: blockers of MT1-MMP proenzyme processing, primary screen, HT1080 RFP-PRO-GFP cells, GFP/RFP fluorescence. Matrix metalloproteinase-14 (Homo sapiens), P50281. GFP/RFP ratio fluorescence, overnight; percent of plate control window, DMSO zero. GFP/RFP ratio change, % at 20 µM. 0.061% of 360,000 active. AID 651647, 2012;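 active means GFP/RFP ratio change of at least 30% with cell ATP level not reduced by more than half and red fluorescence within 50% of control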; further: strong numbers were not always called active
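Assay system: RFP-PRO-GFP reporter HT1080 cells; read-out basis: GFP/RFP fluorescence ratio; benchmarks: DMSO wells and RFP-L50D-GFP cells; doses: 20 µM single dose, 1% DMSO; schedule: overnight cell settling, then overnight compound exposure, 37 °C, 5% CO2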
Rpn11 block: Rpn11 (PSMD14) deubiquitinase inhibitors, primary screen, biochemical, fluorescence polarization, uHTS. human 26S proteasome, Ub4-pepOG fluorescence polarization; 20S core pre-blocked with epoxomicin. 26S proteasome non-ATPase regulatory subunit 14 (Homo sapiens), O00487. 0.59% of 360,000 active. AID 588493, 2011. calls only at 20 µM;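 active means inhibition at 20 µM, scaled to each plate's controls, above about 33%, limit read from the data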
Rin1 Abl inh: inhibitors of Rin1-Abl protein binding, primary screen, biochemical, TR-FRET; Tyrosine-protein kinase ABL1 (Homo sapiens) + Ras and Rab interactor 1 (Homo sapiens), …; inhibition, % at 7.35 µM; 0.4% of 360,000 active; AID 588664, 2011; in the data active means inhibition above about 5%, passing the limit was not always enough
CSN inh: inhibitors of CSN-mediated cullin deneddylation, primary screen, biochemical, fluorescence polarization, uHTS | Purified CSN, SCF-Nedd8-OG deneddylation | AID 651999, 2013 | inhibition, % at 12.5 µM | 0.38% of 360,000 active | COP9 signalosome complex subunit 5 (Homo sapiens), Q92905;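 active means pattern-corrected inhibition above about 35%, with an unprinted fluorescence ratio check between 0.5 and 1.5, limit read from the data, passing the limit was not always enough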;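 further: 0% = enzyme with substrate and 100% = substrate without enzyme; some results filed as inactive read as strong as hits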
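Test system: Human Csn5 produced in HEK293T cells | Compound: 12.5 µM single point | Times: 90 min, room temperature | Signal: Fluorescence polarization readout | Read-out basis: % inhibition of substrate cleavage by Csn5 | Controls: no-enzyme wells high, enzyme-with-substrate wells low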
FAS-TE inh: FAS thioesterase domain inhibitors, primary screen, biochemical, fluorescence intensity, uHTS | inhibition, % at 15 µM | AID 602261, 2012 | Fatty acid synthase (Homo sapiens), P49327 | recombinant FAS-TE, OMFH fluorogenic substrate, fluorescence endpoint | 0.67% of 360,000 active;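 active means compounds whose normalised, plate-corrected inhibition of enzyme fluorescence in the single-dose primary screen is 50% or more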;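 further: 0% = DMSO with enzyme and 100% = substrate without enzyme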
PABP1 MLLE inh: inhibitors of PABP1 MLLE–PAM2 peptide binding, primary screen, biochemical, fluorescence polarization, FITC-PAM2, GST-MLLE | Polyadenylate-binding protein 1 (Homo sapiens), P11940 | 0.36% of 360,000 active | AID 588489, 2011 | inhibition, % at 20 µM; in the data active means inhibition above about 35%, passing the limit was not always enough;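 further: plate controls were DMSO wells with GST-MLLE for no effect and wells lacking GST-MLLE protein for full effect; some results filed as inactive read as strong as hits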
NadD inh: inhibitors of S. aureus NadD, primary screen, biochemical, colorimetric, uHTS; inhibition, % at 20 µM; 0.78% of 360,000 active; Nicotinate-nucleotide adenylyltransferase NadD (Staphylococcus aureus N315); purified NadD enzyme, colorimetric absorbance read-out; in the data active means inhibition above about 26%; further: some compounds past the cut are filed as inactive
SKN-1 block: suppressors of acrylamide-induced Pgst-4::GFP reporter in worms, primary screen, SKN-1 inhibitor project, whole organism, uHTS, GFP/RFP fluorescence ratio, strain VP596. C. elegans VP596 Pgst-4::GFP/RFP ratio, 24 h. inhibition, % at 21.8 µM. 0.49% of 360,000 active. AID 624304, 2012;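 active means interference check ratio from 0.5 to 1.5 plus GFP to RFP signal ratio inhibition reaching or exceeding a fixed threshold, cut at about 30% in these data, passing the limit was not always enough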; further: some compounds called inactive have numbers as strong as hits
Active calls of the source: *; i = inactive; / = no result given; + = active, no number.

entry	mol	Neddylation inh	MT1-MMP act inh	Rpn11 block	Rin1 Abl inh	CSN inh	FAS-TE inh	PABP1 MLLE inh	NadD inh	SKN-1 block
1	CC(C)C(N)c1csc(Nc2ccc(C(=O)NCCCO)cn2)n1 (stereo not given)	i	3	i	-3	-1	-8	-24	1	-5
2	Cc1cc(-c2nnc(-c3ccccc3)c(-c3ccccc3)n2)c(C)o1	i	-17	i	-2	8	6	-9	17	31
3	CC(/C=N/NC(=O)c1c(Br)cnn1C)=C\c1ccccc1	i	-3	i	-4	4	-1	5	1	9
4	Cc1nc(N2CCN(Cc3ccccc3)CC2)nc2c1C(=O)CC(C)C2 (stereo not given)	i	5	i	4	-5	4	-19	7	14
5	Cc1cc2c([nH]c3ccccc32)c2c1OC(C)(C)C=C2	/	1	i	-3	5	30	-8	2	9
6	COc1cccc(N=Nc2c(N)[nH]n3c(=O)c4c(nc23)CCCC4)c1	i	16	i	-4	-1	5	-6	15	3
7	O=C(CCC(=O)Nc1ccc(Br)cc1)N/N=C/c1cc([N+](=O)[O-])ccc1O	i	-2	i	5	-2	56*	10	6	-3
8	CN(C)C(CNC(=O)C1CCN(C(=O)/C=C/c2ccccc2)CC1)c1ccccc1 (stereo not given)	i	-1	i	1	1	-5	-1	-7	6
9	CC(=O)NC1(C(Cl)(Cl)Cl)Oc2ccccc2O1	i	15	i	1	-1	-6	-7	2	5
10	CCN(C(=O)CSc1nnnn1-c1ccccc1)c1c(N)n(Cc2ccccc2)c(=O)[nH]c1=O	i	2	i	-2	-3	-4	-2	0	7
11	O=C(O)CCCC(=O)N1CCN(c2cccc(Cl)c2)CC1	i	12	i	-3	-2	-5	8	3	-6
12	Cc1cc(C(=O)N2CCC(Cc3ccccc3)CC2)ccc1[N+](=O)[O-]	i	4	i	2	-2	38	3	-6	-5
13	Cc1ccc(CNC(=O)/C=C/c2c(Cl)cccc2Cl)cc1	i	-1	i	0	-4	-6	1	7	2
14	COCC(C)n1c(SCC(=O)NC2CCCCC2C)nc2ccccc2c1=O (stereo not given)	i	-6	i	2	1	-6	-29	-3	-14
15	COc1ccc(NC(=O)C(C)N2c3cccc4cccc(c34)S2(=O)=O)cc1 (stereo not given)	i	3	i	-1	1	17	-1	-8	10
16	CN1Cc2ccccc2N(CC(=O)NCc2ccccc2)C1=O	i	-1	i	-5	-3	1	-3	-6	-6
17	Cc1nnc2ccc(N3CCCCC3)nn12	i	-1	i	-5	3	-7	0	-3	13
18	Cc1c(C)c(C)c(/C=[N+](/C)[O-])c(C)c1C	i	6	i	-3	-14	-8	17	-4	8
19	CCN(CC(=O)Nc1ccc(OC)cc1)C(=O)CSCC(=O)Nc1ccc(C)cc1	i	-4	i	2	-6	-2	7	2	-16
20	COc1cc(SC)ccc1C(=O)N1CCCCCC1	i	4	i	4	3	-5	-7	1	-21
21	COc1ccccc1CCNC(=O)c1cc(C2CC2)nc2c1cnn2C(C)C	i	1	i	0	-1	12	14	-3	16
22	O=C(COC(=O)c1cccc(O)c1)Nc1ccc(S(=O)(=O)N2CCOCC2)cc1	i	-3	i	3	0	1	5	-3	-5
23	Cc1cccc(NC(=O)c2ccc(NCCc3ccccc3)c([N+](=O)[O-])c2)c1	i	-79	/	2	89*	-12	-93	-2	4
24	CCOc1ccc(N(CC(=O)NCCc2ccc(F)cc2)S(=O)(=O)c2ccccc2)cc1	i	-1	i	1	-2	19	11	-12	8
25	CCc1ccc(C(=O)OCC(=O)Nc2c(C)n(C)n(-c3ccccc3)c2=O)cc1	i	3	i	-2	-1	-3	3	0	29
26	Cc1ccc(-n2c(SCC(=O)N3CCOCC3)nnc2-c2cccnc2)cc1C	i	-11	i	3	-1	-10	-12	-6	-9
27	C=CC(=O)Nc1cccc(Oc2ccnc(Nc3ccc(N4CCN(C)CC4)cc3)n2)c1	i	-24	i	1	7	-3	-8	15	-4
28	CCOc1ccc(NC(=O)CCn2cccc2)cc1	i	-1	i	3	3	0	-3	1	22
29	CCOc1ccc(N2C(=O)CC(SC(=NC)Nc3cccc(OC)c3)C2=O)cc1 (stereo not given)	i	2	i	1	-2	9	5	-5	9
30	CCOC(=O)CC(NC(=O)Cc1cccs1)c1ccccc1Cl (stereo not given)	i	-3	i	3	2	-6	-20	2	7
31	COC(=O)C1CC(O)CN1S(=O)(=O)c1cccs1 (stereo not given)	i	7	i	-1	-6	-17	14	2	-7
32	COc1cc(CCC(=O)OCC(=O)NCc2ccccc2)cc(OC)c1OC	i	1	i	1	5	-6	3	1	-8
33	O=C(Nc1ccc(C(=O)N2CCOCC2)cc1)C1CCCC1	i	-1	i	-2	0	-5	4	-1	2
34	Nn1c(Cc2ccccc2F)nnc1SCC(=O)N1CC(=O)Nc2ccccc21	i	5	i	0	0	-6	-30	1	3
35	N#Cc1cccc(Oc2ccc(-c3cnc4ccccc4n3)cc2)c1C#N	i	6	i	-3	19	22	12	0	2
36	CC(C(=O)NC(C)(C)C)n1c(C(c2ccccc2)c2ccccc2)nc2ccccc21 (stereo not given)	i	-3	/	/	0	/	/	/	4
37	Cc1ccc(NC(=O)CN(C)c2ccc(S(=O)(=O)N3CCN(C)CC3)cn2)cc1	i	12	i	-4	1	-9	2	1	3
38	CC1(C)Cc2ccccc2-c2nc(NCCCO)n(-c3ccccc3)c(=O)c21	/	6	i	2	1	1	-4	4	2
39	O=C(CC1C(=O)NCCN1Cc1c(F)cccc1Cl)NCc1ccccc1 (stereo not given)	i	8	i	4	-2	0	8	5	14
40	CCOC(=O)C(=CNc1cc(C)nn1C(C)(C)C)C(=O)OCC	i	2	i	1	2	-8	2	5	7
41	Cc1cccc(NC(=O)c2cc(-c3ccccn3)nc3ccccc23)c1C	i	-6	i	0	3	10	-7	-8	3
42	COCCN(C(=O)c1ccc(C)o1)c1c(N)n(CC(C)C)c(=O)[nH]c1=O	i	8	i	0	0	-7	3	-1	10
43	CC(=O)c1sc(NC(=O)COc2ccc([N+](=O)[O-])cc2)nc1C	i	-1	i	0	6	-1	-13	-3	-4
44	COC(=O)c1cc(OC)c(OC)cc1NC(=O)C(C)c1ccc([N+](=O)[O-])cc1 (stereo not given)	i	-2	i	-3	2	36	7	-2	11
45	O=c1c2ccccc2c(C=NCCc2ccccc2)c(O)n1Cc1ccccc1	i	-7	i	1	1	26	8	-11	16
46	CCCOc1ccc(-c2nnc(-c3cccs3)o2)cc1	i	3	i	-1	-4	6	-3	-9	10
47	O=C(Nc1ccc(N2CCOCC2)c(Cl)c1)c1c(F)c(F)c(F)c(F)c1F	i	0	i	-1	-5	9	3	-1	7
48	COc1ccc(CNC(=O)CCS(=O)(=O)c2cc3c(cc2Cl)NC(=O)CO3)cc1	i	-1	i	3	0	-6	4	-2	-3
49	Cn1c2ccccc2c(=O)c2ccc(F)cc21	/	-1	i	0	-3	-6	3	-5	16
50	Cc1ccc(-n2c(-c3ccco3)nc3nc4ccccc4nc32)cc1	/	-15	+	0	15	-10	-43	-2	-2

(further entries)
entry	mol	Neddylation inh	MT1-MMP act inh	Rpn11 block	Rin1 Abl inh	CSN inh	FAS-TE inh	PABP1 MLLE inh	NadD inh	SKN-1 block
51	COCCn1nnnc1C(c1ccccc1)N1CCN(C(=O)c2ccco2)CC1 (stereo not given)	i	-4	i	1	-3	-4	8	-1	5
52	O=C(COC(=O)c1cccc(S(=O)(=O)N2CCCC2)c1)Nc1ccccc1	i	1	i	1	-13	4	-5	0	9
53	O=c1c2c3n(c(=O)nc2[nH]n1-c1ccccc1)CCCCC3	i	5	i	1	6	-4	2	4	-10
54	CC(CC(=O)N1CCN(S(=O)(=O)c2ccc([N+](=O)[O-])cc2)CC1)c1ccccc1 (stereo not given)	i	2	i	1	-5	41	-10	-3	-16
55	CC(C)Cc1ccc(-c2cc3nc(NCc4cccc(Cl)c4)ccn3n2)cc1	/	4	i	1	-2	30	0	9	20
56	Cc1ccc2nc(Cl)c(C#N)cc2c1	i	-1	i	1	3	12	-5	-6	0
57	CCn1nnc(NC(=O)c2ccc(-c3ccc(Cl)cc3)o2)n1	i	2	i	-1	-1	4	5	0	1
58	COc1ccc(-c2sc3ccccc3c2C#CCO)cc1	i	-2	i	3	6	20	-11	-4	5
59	CC1=CC(C)(C)Nc2ccc(OC(=O)CN3C(=O)C4CCCCC4C3=O)cc21 (stereo not given)	i	-113	i	2	-7	4	-4	-2	18
60	O=C(NCCc1nc(-c2ccccc2)no1)c1ccccc1	i	-1	i	1	-4	-8	-3	-2	-16
61	c1ccc(N=C2SCCCS2)cc1	i	4	i	-1	-1	-8	-3	3	18
62	CCCC(=O)N1CCC1(C)C(=O)NS(=O)(=O)c1ccc(F)cc1F (stereo not given)	i	-1	i	1	-2	-2	13	-2	-4
63	CCOC(=O)C1CCN(C(=O)C2(NC(=O)Nc3cccc(F)c3)CCCCC2)CC1	i	-5	i	3	0	1	-1	-2	4
64	O=C(Nc1cccnc1)OC1CCCC1	i	-4	i	3	6	-1	-17	-7	-2
65	Cc1cccc(N(C(=O)c2nsc(Cl)c2Cl)C(C(=O)NC2CCCC2)c2ccc(O)cc2)c1C (stereo not given)	i	-32	i	0	1	34	17	8	6
